Source: PubChem BioAssay
Shn3 3UTR inh – Schnurri-3 reporter inhibition in Clone20 osteoblasts. Clone20 osteoblast Shn3 3'UTR firefly luciferase, 24 h. inhibition, % at 12.5 µM. hit rate 0.52% among 360,000. AID 588674;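 active = mean inhibition of at least 75% with every replicate also reaching 75%; inconclusive = mean inhibition at least 75% but some replicate below; inactive = mean inhibition below 75%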;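 also: 0% = median of neutral control wells and 100% = pilot-screen positive control compound; some compounds past the cut are filed as inactive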
KKLEB cytotox – CF airway cell cytotoxicity counter-screen. KKLEB CF airway cells viability, ATPlite luminescence, overnight; active compounds read low; cells stimulated with P. aeruginosa culture filtrate. activity change (cytotoxicity), % at 5 µM. hit rate 0.36% among 360,000;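 active = corrected activity change at or below -50% at 5 µM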
Peg3 promoter – Peg3 promoter activity inhibition. hit rate 1.7% among 360,000. inhibition, % at 20 µM. HeLa PEG-Prom luciferase reporter, luminescence, overnight;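 active = inhibition of at least 50% at 20 µM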
NR2E3 ag-1 – agonists of human nuclear receptor NR2E3; Q9Y5X4; GST-NR2E3/biotin-RetCOR TR-FRET, 1536-well; inhibition of corepressor binding, % at 4.78 µM; hit rate 0.12% among 320,000; AID 2300;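 active = percent inhibition above the cutoff of mean plus 3 SD of all tested compounds, set per screening campaign, cut at about 20% in these data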;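 also: 0% = DMSO wells and 100% = biotin wells as full block of FRET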
Target sequence (Q9Y5X4 whole entry, looked up): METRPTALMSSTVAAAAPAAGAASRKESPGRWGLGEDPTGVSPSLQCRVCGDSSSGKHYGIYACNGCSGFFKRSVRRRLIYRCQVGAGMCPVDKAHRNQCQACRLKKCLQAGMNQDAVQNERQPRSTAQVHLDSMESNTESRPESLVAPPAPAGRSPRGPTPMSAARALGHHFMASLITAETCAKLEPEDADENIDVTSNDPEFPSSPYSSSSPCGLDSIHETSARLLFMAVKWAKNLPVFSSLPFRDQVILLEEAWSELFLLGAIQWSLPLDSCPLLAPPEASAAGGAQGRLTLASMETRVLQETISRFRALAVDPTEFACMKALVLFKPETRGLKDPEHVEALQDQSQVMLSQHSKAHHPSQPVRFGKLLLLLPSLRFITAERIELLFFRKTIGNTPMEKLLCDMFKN
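Assay system: NR2E3–RetCOR corepressor complex. Quantity: 1.35 nM GST-NR2E3. Buffer or medium: pH 7.5 Tris-based buffer. Reagent: biotinylated RetCOR corepressor at 7 nM final. Schedule: 5 h at 4 °C. Detection: TR-FRET, emission read at 617 and 671 nm. Replicates: one well per compound, singlicate testing.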
CF NFkB inh – blocks PAF-induced NF-kB reporter in cystic fibrosis cells. AID 588850. inhibition, % at 5 µM. KKLEB NF-kB-GFP reporter, GFP fluorescence overnight. hit rate 0.86% among 360,000;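 active = at least 50% inhibition at 5 µM, scaled per plate between neutral and stimulator controls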;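 also: PAF is a Pseudomonas aeruginosa culture filtrate used as stimulus; plate controls were PAF-stimulated DMSO wells for no effect and unstimulated DMSO wells for full effect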
CaV13 ICDI inh – Disruptors of the CACNA1D IQ motif to Ca2+-dependent inactivation inhibitor domain association, primary screening, Förster resonance energy transfer in intact living …. hit rate 0.098% among 340,000. inhibition, % at 12.3 µM. HEK cells, CFP/YFP FRET ICDI-IQ, plate reader, 10 min; percent FRET-ratio fall versus neutral wells;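 active = mean replicate inhibition of at least 30% and at least 1% of replicates passing that level; inconclusive = only one of the two criteria is met; inactive = neither criterion is met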;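 also: 0% = median of the neutral control wells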
PDI inh – blocks human protein disulfide isomerase activity | P07237 | PDI insulin aggregation turbidity, A650, 90 min | inhibition, % at 10 µM | hit rate 0.052% among 350,000 | AID 588391;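 active = mean inhibition across replicates of 30% or more, whatever share of single replicates reach that level; inconclusive = mean inhibition below 30% while every single replicate reaches 30%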;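 also: absorbance from insulin aggregation driven by PDI reduction with DTT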
Target sequence (P07237 whole entry, looked up): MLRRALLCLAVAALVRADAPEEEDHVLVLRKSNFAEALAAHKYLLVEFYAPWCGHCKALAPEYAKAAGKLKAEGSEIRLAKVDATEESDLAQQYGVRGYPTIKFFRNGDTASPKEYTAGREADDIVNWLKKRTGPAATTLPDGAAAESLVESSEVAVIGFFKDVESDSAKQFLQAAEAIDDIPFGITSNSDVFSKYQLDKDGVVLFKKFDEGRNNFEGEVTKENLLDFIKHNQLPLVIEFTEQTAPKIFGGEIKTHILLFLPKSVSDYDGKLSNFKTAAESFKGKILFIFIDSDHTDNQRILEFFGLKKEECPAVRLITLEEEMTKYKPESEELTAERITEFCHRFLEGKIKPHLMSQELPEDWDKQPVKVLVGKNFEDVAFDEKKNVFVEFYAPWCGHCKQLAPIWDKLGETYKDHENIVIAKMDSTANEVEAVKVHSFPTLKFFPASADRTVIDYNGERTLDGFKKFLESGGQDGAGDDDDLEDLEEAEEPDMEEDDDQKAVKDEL
HIF-2a block – inhibitors of HIF-2a; 786-0 RCC cells HIF-2a reporter, luciferase luminescence, overnight; hit rate 0.72% among 360,000; inhibition, % at 18.8 µM;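 active = inhibition of the luminescence signal of 40% or more relative to plate controls, in a single-dose primary screen at 18.75 µM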
Vif imaging – blocks HIV Vif function. HEK293T cells, Vif self-association by quenched fluorescence, imaging, 24 h. inhibition, % at 7.49 µM. hit rate 0.35% among 340,000; in the data active = inhibition above about 50%, passing the limit was not always enough; inconclusive = no clear call, values can overlap the other calls; inactive = below about 31%; also: some results filed as inactive read as strong as hits
TRPM1 prom inh – inhibitors of MITF-driven TRPM1 promoter in melanoma cells; SK-MEL-5 TRPM1 promoter luciferase, 24 h; inhibition, % at 12.5 µM; hit rate 0.83% among 330,000; AID 488899;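 active = mean inhibition across replicates of 60% or more, whatever share of single replicates reaches that level; inconclusive = some that reach 60%, reason not given; inactive = mean inhibition across replicates below 60%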; also: values of inactives mirror those of a sister screen read the other way
NR2E3 ag-2 – human photoreceptor-specific nuclear receptor agonism; AID 602229; Q9Y5X4; CHO-S Gal4-NCOR/VP16-NR2E3 two-hybrid, luciferase; inhibition of corepressor binding, % at 3.98 µM; hit rate 0.35% among 360,000;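 active = inhibition above the mean of all tested compounds plus 3 SD, cut at about 70% in these data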;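 also: 0% = DMSO with NR2E3 transfected cells and 100% = cells lacking NR2E3 construct; higher means lower luciferase signal from less NR2E3 corepressor binding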
Numbers without * were called inactive; ? = inconclusive; . = not tested or not shown.

SMILES	Shn3 3UTR inh	KKLEB cytotox	Peg3 promoter	NR2E3 ag-1	CF NFkB inh	CaV13 ICDI inh	PDI inh	HIF-2a block	Vif imaging	TRPM1 prom inh	NR2E3 ag-2
CN(C)C(CNC(=O)c1cc(-c2ccco2)nc2ccccc12)c1ccccc1 (stereo unspecified)	-26.3	-7.9	11.2	.	-10.1	-6.7	-5.3	9.0	0.5	7.7	-44.0
O=C(Nc1ccc(F)cc1F)c1cc2nc3c(c(C(F)(F)F)n2n1)CCCC3	-40.6	2.0	-167.3	0.3	-1.1	-4.0	1.8	-115.7	4.4	-20.9	-12.4
COCCNc1ccc(-c2n[nH]c(=O)c3ccccc23)cc1[N+](=O)[O-]	19.6	2.2	14.9	-2.8	30.6	-3.3	-1.4	12.6	0.4	-14.0	-25.2
CC(C)c1c(O)nc(SCCOc2ccc(Cl)cc2)[nH]c1=O	11.3	7.7	8.8	2.0	9.0	-4.7	1.6	12.7	1.0	2.9	-30.9
O=C(NCCSSCCNC(=O)c1ccccc1)c1ccccc1	12.9	-7.4	-9.4	.	17.3	-4.0	-12.4	-2.2	6.9	-5.8	8.0
COc1ccc(/C=C(\C#N)C(=O)c2cccn2C)cc1	0.7	5.0	7.0	2.6	-4.1	-19.0	-0.7	2.5	1.4	8.9	-6.4
O=S(=O)(Nc1cc(S(=O)(=O)N2CCOCC2)ccc1N1CCOCC1)c1ccc2c(c1)OCCO2	0.7	-2.6	-3.9	11.3	7.6	-4.5	9.0	11.9	1.5	-3.4	-38.1
O=C(CCCN1C(=O)S/C(=C\c2ccccc2)C1=O)NNC(=O)c1ccccc1O	28.2	-4.8	18.0	8.4	13.5	-6.4	7.3	90.5*	-2.0	71.0*	50.1
CCN1CCN(c2ncnc3c2cnn3-c2ccccc2)CC1	-50.1	-4.1	-236.8	-2.0	2.8	-5.3	-6.4	-231.5	0.9	-82.0	-33.0
CN(C)c1ccc(N/C=C/C(=O)c2ccco2)cc1	-2.9	-22.3	-16.6	2.6	3.6	-4.5	2.3	-29.1	17.3	-17.7	-114.5
CC(=O)Nc1cccc(-c2nn[nH]n2)c1	-2.5	6.7	-3.5	-5.1	5.3	-3.2	9.2	11.1	2.6	0.8	-22.5
O=C(NNC(=S)Nc1ccc(Cl)cc1Cl)c1ccncc1	4.2	10.3	-42.2	1.9	7.6	-2.4	5.5	-52.4	-0.2	5.5	-35.8
CC(C)COCC(O)CC(Cc1ccccc1)C(=O)NN (stereo unspecified)	-16.5	6.5	-6.8	-2.8	7.0	-6.5	0.3	16.4	-14.0	-4.2	-10.3
O=C(Cc1ccc(S(=O)(=O)N2CCOCC2)s1)Nc1ccccc1N1CCOCC1	4.8	7.8	-3.1	-0.5	-7.9	-5.7	1.7	10.7	-5.8	3.6	6.8
CC(=O)c1ccc(S(=O)(=O)NC2CCSc3ccccc32)cc1 (stereo unspecified)	29.4	3.9	0.3	6.0	12.9	-4.4	-7.5	5.2	8.3	7.9	-2.0
O=[N+]([O-])c1cc(S(=O)(=O)N2CCOCC2)ccc1N1CCNCC1	22.0	-6.4	0.4	.	21.2	-14.9	-0.9	9.5	-3.8	3.8	-15.1
CCCCC(c1nnnn1CS(=O)(=O)c1ccc(C)cc1)N1CCN(C)CC1 (stereo unspecified)	-14.0	8.5	12.2	2.7	-11.5	-4.0	1.1	11.3	?	-0.2	-34.6
O=C(Nc1nccs1)c1ccc(COc2ccc(F)cc2)o1	-30.8	-5.5	-184.9	3.8	-2.0	-4.4	-11.7	-243.0	.	-45.3	-37.9
Nn1c(SCC(=O)NC2CCCCCC2)nnc1C(F)(F)F	-4.8	20.9	6.1	.	-11.9	-6.1	12.6	1.8	-3.9	-6.1	16.7
CCOC(=O)c1c(C)[nH]c(C)c1C(=O)COC(=O)c1cccc(S(=O)(=O)N(CC)CC)c1	22.3	-9.5	12.4	-4.3	9.3	.	1.9	31.7	-5.9	15.4	15.2
Cc1cc(NC(=O)Nc2ccc(Cl)cc2)n(-c2ccccc2)n1	-2.5	2.6	-29.7	0.1	-13.1	-4.4	-4.4	-18.6	6.3	2.8	-2.3
COc1ccc(CNC(=O)COC(=O)CCOc2ccc(C)cc2)cc1	-3.9	3.5	4.0	-3.5	-0.1	-4.4	5.4	12.2	.	1.8	-10.6
CCCCNC(=O)c1ccc2c(=O)n(CCCOCC)c(=S)[nH]c2c1	14.4	-1.9	1.4	-0.5	1.1	-4.9	-9.2	5.3	4.8	20.2	25.9
CCn1nc(C)c(CNC(=O)CCc2nnc(-c3ccc(C(C)=O)s3)o2)c1C	-9.4	-0.3	7.7	4.7	2.6	-9.9	8.0	8.2	-5.8	7.1	-36.9
Cc1cc2oc(=O)cc(CN(C)Cc3ccccc3Cl)c2cc1C	8.9	-4.6	-43.9	-1.5	19.6	-2.5	18.8	-82.6	-4.6	-6.5	-21.9
Cc1cc(C(F)(F)F)nc(CCNCc2c(C(=O)N3CCCC3)nc3ccccn23)n1	-0.3	13.7	12.0	-0.1	-8.2	-5.6	-2.1	14.0	19.8	0.3	-15.4
Cc1cc(C)cc(N(C(=O)c2csnn2)C(C(=O)NC2CCCC2)c2cccnc2)c1 (stereo unspecified)	4.7	0.9	5.8	5.7	5.3	-4.4	-3.0	3.5	1.2	7.2	-6.2
N#CCc1nc2n(n1)Cc1ccccc1-2	7.2	-14.1	-1.8	2.1	4.9	-7.6	7.2	6.8	9.1	-5.8	18.0
Cc1cc(C)c(C(=O)C(C)OC(=O)Cn2cnc3c2c(=O)n(C)c(=O)n3C)cc1C (stereo unspecified)	-5.6	-4.8	6.7	-1.3	0.6	-5.9	0.2	3.9	6.4	4.6	14.1
CCC(Sc1nc(C)cc(C)n1)C(=O)Nc1cc(C)on1 (stereo unspecified)	4.7	1.3	10.8	-4.6	-3.7	-22.5	-3.8	13.0	1.1	-4.0	-3.5
CC1=NN(c2ccccc2)C(=O)/C1=C\c1sccc1C	-4.1	-0.4	15.1	-2.1	11.3	3.1	25.1	26.9	17.6	23.2	-38.8
CCN(CC)c1ccc(C(=O)N/N=C/c2ccc(N3CCOCC3)cc2)cc1	8.1	-15.4	15.7	-1.3	-3.1	5.3	10.4	22.9	-3.0	-14.4	-30.3
CC1CC(C)(C)N2C(=O)C(=C(C#N)C#N)c3cccc1c32 (stereo unspecified)	-32.3	-0.1	10.8	0.4	8.0	-3.9	-2.1	17.1	7.4	3.8	-9.6
Cc1ccccc1CSc1nnc(-c2ccccc2)c(=O)[nH]1	-1.5	-0.1	-14.5	5.8	7.0	-2.0	-8.5	-23.3	10.3	3.7	-0.9
O=C(COc1nsnc1N1CCOCC1)N1CCOCC1	10.0	-8.9	5.9	.	-8.2	-5.1	-12.6	14.1	-7.5	0.5	-3.4
CCOc1ccccc1CN1CCNC(=O)C1CC(=O)N(C)Cc1cnccn1 (stereo unspecified)	0.9	-19.5	13.3	1.8	-1.0	-10.7	7.9	6.6	-1.8	-6.0	-38.1
COc1ccc(CCNC(=O)c2cc(-c3ccncc3)nc3c(Cl)cccc23)cc1OC	5.8	-15.0	15.3	3.0	-4.9	-6.1	-3.7	6.5	-3.9	14.8	-25.3
Cc1cc(=O)oc2cc(OC(C)C(=O)NC3CCN(Cc4ccccc4)CC3)ccc12 (stereo unspecified)	-28.6	10.8	-23.6	-1.1	-65.3	-2.5	-4.2	14.8	1.7	-0.8	-11.0
CCC(Oc1ccccc1)C(=O)OCC(=O)N(CC)c1c(N)n(Cc2ccccc2)c(=O)[nH]c1=O (stereo unspecified)	-4.4	-14.7	12.0	2.6	9.4	-4.2	-8.0	9.8	.	-2.6	-9.6
C[C@@H]1CN([C@H](C)CO)C(=O)c2cc(Br)cnc2O[C@@H]1CN(C)Cc1ccc(-c2ccccc2)cc1	-5.7	4.6	2.7	.	-9.2	-8.2	1.1	2.8	11.9	.	-36.1
O=C(CCN1C(=O)c2ccccc2C1=O)c1ccccc1	-30.8	-9.4	-78.7	.	-5.0	-7.1	3.3	-76.6	19.7	.	-72.7
CCC(=O)Nc1nnc(SCC(=O)Nc2ccc(F)cc2)s1	19.3	-8.6	8.5	-1.8	4.9	-3.4	-2.1	6.2	17.8	-5.3	-13.1
CC(C)CNC(=O)CN(c1cccc(Cl)c1)S(C)(=O)=O	3.2	1.5	7.5	0.2	-4.1	-4.6	-1.2	13.5	8.8	5.3	0.2
O=C(c1cc2ccccc2oc1=O)N(c1ccc(Cl)cc1)C1C=CS(=O)(=O)C1 (stereo unspecified)	-2.5	-11.8	11.5	2.0	-27.2	-5.5	3.1	16.6	0.7	14.7	8.1
COc1ccc(CCNC(=O)C(=O)c2cn(CC(=O)N3CCOCC3)c3ccccc23)cc1OC	-21.2	-5.7	-16.4	1.1	10.4	-6.6	-1.5	-9.2	-2.4	-15.6	-12.9
CN1CCN(c2cc(-c3cccc(C(=O)O)c3)nc3ccnn23)CC1	-12.4	4.6	-4.4	.	-18.2	-5.9	1.3	12.3	-1.7	.	30.7
Cc1n[nH]c(C)c1S(=O)(=O)NCCc1ccc(Cl)cc1	-6.2	5.5	6.1	3.1	-4.5	.	6.7	9.4	2.4	4.2	-30.9
CCOC(=O)CSc1nc(N)c(C(=O)Nc2ccc(N(C)C)cc2)s1	1.2	-9.0	11.4	-3.6	-0.9	-8.7	-0.7	-18.1	4.9	-6.7	-24.0
O=C(Nc1nccs1)c1ccc(-c2ccc(F)cc2)o1	-56.0	-4.9	-349.4	3.2	-77.7	-16.9	6.4	-306.7	7.3	-140.4	-145.8
COc1ccc(S(=O)(=O)N2CCCCC2)cc1NC(=O)Cn1cnc2ccccc2c1=O	0.1	-19.6	7.5	-0.6	7.4	-7.2	-8.7	-2.3	-1.3	-1.7	18.5
CSc1ncnc2c1ncn2CCCN[C@H](C)c1cccc2ccccc12	-7.0	-18.6	-16.8	.	4.8	-9.2	-0.2	-1.3	.	.	-32.3
N/C(=N\OC(=O)CCC1CCCC1)c1ccccn1	-84.0	6.5	-194.4	-2.5	7.8	-1.9	-0.7	-138.8	-0.7	-31.6	-123.2
C[C@H](CO)N1C[C@H](C)[C@@H](CN(C)S(=O)(=O)c2cccs2)Oc2c(NC(=O)C3CCCCC3)cccc2C1=O	13.8	-14.3	-3.3	.	-0.8	-10.8	12.4	8.2	-0.6	0.3	-11.9
